Bioassay records: PubChem, The Scripps Research Institute Molecular Screening Center
CHO-K1 Ca ag = counter-screen for M1 agonists: effect in parental CHO-K1 cells; Fluo-8 calcium fluorescence; scaled to maximal ATP response, vehicle zero; activation, % at 3 µM; actives 0.48% (n = 360,000); AID 602248, 2012; in the data active = activation above about 15%;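 also: untransfected CHO-K1 host cells lacking M1 receptor as counterscreen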
TAAR1 antag = human TAAR1 antagonists, primary screen, Fluo-8 calcium fluorescence, CHO RD-HGA16 cells. Trace amine-associated receptor 1 (Homo sapiens), Q96RJ0. antagonist. inhibition, % at 3 µM. actives 1.5% (n = 360,000). AID 624466, 2012;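 active = inhibition above a per-plate cutoff, the mean inhibition of test compounds on that plate plus 3 SD, cut at about 49% in these data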;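 also: 0% = DMSO plus EC80 beta-PEA response and 100% = DMSO alone without agonist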
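Material: RD-HGA16 CHO cells with stable hTAAR1 and Gα16; Dosing: single nominal final test compound concentration of 3 µM; Schedule: seeding 17-24 h prior, 75-min 37 °C, 30-min RT dye loading; Detection: kinetic Fluo-8 calcium fluorescence measurement; Measure: % inhibition from peak post-agonist over basal fluorescence ratio; Benchmarks: vehicle and agonist controls.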
TAAR1 ag = human TAAR1 agonists, primary screen, Fluo-8 calcium fluorescence, CHO RD-HGA16 cells | Trace amine-associated receptor 1 (Homo sapiens), Q96RJ0 | vehicle wells 0%, saturating PEA agonist 100% | activation, % at 3 µM | actives 0.99% (n = 360,000) | AID 624467, 2012;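 active = activation above the mean activation of all test compounds in the run plus 3 SD, cut at about 38% in these data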
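Benchmarks: low control DMSO, high control PEA (EC100); System: CHO RD-HGA16 cells carrying human TAAR1 plus Gα16; Detection: Fluo-8 fluorescence, 5 s baseline then 140 s kinetic read; Schedule: 17-24 h plating, Fluo-8 75 min 37 °C, 30 min RT; Read-out basis: % activation from peak over basal fluorescence ratio, DMSO-to-PEA scaled.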
CHRM1 antagonist = human M1 muscarinic receptor antagonists, primary screen, CHO-K1 cells, Fluo-8 calcium fluorescence, 1536-well; Muscarinic acetylcholine receptor M1 (Homo sapiens), P11229; CHO-K1 hM1, ACh EC80 antagonist; inhibition, % at 3 µM; actives 1.3% (n = 360,000); AID 588852, 2011;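 active = percent inhibition above its own plate's cutoff, namely the mean of that plate's compound wells plus 3 SD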;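 also: peak over basal fluorescence ratio during 140 s after agonist addition; 0% = ACh EC80 plus DMSO and 100% = DMSO alone without agonist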
Target sequence (P11229 whole entry, looked up): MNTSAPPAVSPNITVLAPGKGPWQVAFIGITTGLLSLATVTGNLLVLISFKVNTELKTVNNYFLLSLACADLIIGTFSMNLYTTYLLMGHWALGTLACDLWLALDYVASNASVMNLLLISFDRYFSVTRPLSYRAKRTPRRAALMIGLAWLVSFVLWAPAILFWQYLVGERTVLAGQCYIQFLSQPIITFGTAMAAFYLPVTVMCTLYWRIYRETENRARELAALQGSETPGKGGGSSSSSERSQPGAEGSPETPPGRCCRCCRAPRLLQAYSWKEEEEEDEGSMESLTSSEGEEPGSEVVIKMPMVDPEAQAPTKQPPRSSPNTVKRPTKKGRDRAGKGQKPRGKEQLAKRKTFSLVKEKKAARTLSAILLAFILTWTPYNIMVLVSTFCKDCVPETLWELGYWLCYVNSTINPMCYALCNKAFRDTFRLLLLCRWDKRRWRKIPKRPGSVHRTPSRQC
CHO parental Ca = ATP-evoked calcium signal inhibitors, parental CHO, primary screen, counter-screen for OX1R antagonist project, cell-based, fluorescence, Fluo-8 calcium dye | actives 0.63% (n = 330,000) | parental CHO-K1, ATP-induced calcium, Fluo-8 fluorescence | inhibition, % at 5.6 µM | AID 463079, 2010;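 active = inhibition above that plate's mean sample inhibition plus 3 SD, cut at about 26% in these data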;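 also: 0% = ATP-challenged DMSO wells and 100% = DMSO wells without ATP; some compounds past the cut are filed as inactive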
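Assay system: untransfected parental CHO cell line. Also added: ATP agonist challenge. Dosing: one dose, 5.6 µM nominal. Measured by: Fluo-8 fluorescence. Read-out: % inhibition. Benchmarks: ATP wells versus no-ATP DMSO wells. Repeats: no replicates.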
OXTR potentiate = human OXTR potentiators, primary screen, fluorescence, CHO-OTR cells, Fluo-8 calcium. actives 0.061% (n = 320,000). activation, % at 3 µM. Fluo-8 calcium fluorescence, potentiator mode; 0% = oxytocin EC15, 100% = EC100. Oxytocin receptor (Homo sapiens), P30559;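 active = activation above that plate's cutoff, the mean activation of tested compounds plus 3 SD, cut at about 6.6% in these data, passing the limit was not always enough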;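 also: 100% uses oxytocin at 75 nM as the full agonist control; some results filed as inactive read as strong as hits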
Target sequence (P30559 whole entry, looked up): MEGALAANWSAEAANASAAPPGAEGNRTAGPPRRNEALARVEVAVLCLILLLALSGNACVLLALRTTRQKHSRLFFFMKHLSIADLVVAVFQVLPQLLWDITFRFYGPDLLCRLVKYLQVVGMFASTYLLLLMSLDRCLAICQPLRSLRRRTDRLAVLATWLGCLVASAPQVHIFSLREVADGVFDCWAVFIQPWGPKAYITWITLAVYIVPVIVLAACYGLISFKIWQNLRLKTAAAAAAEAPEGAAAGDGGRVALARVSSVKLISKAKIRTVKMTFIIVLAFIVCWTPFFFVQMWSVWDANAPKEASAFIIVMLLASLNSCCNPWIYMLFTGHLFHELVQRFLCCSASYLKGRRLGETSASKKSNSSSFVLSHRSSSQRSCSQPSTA
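Measured by – Fluo-8 calcium dye fluorescence · Test system – human OTR in CHO cells · Dosing – one concentration, 3.0 µM compound · Controls – EC15 oxytocin alone as 0%, 75 nM oxytocin as 100% · Evaluation – normalized max/min fluorescence ratio, % activation · Timing – 6 min pre-incubation, 100 s read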
CHRM1 agonist = human M1 muscarinic receptor agonists, primary screen, Fluo-8 calcium fluorescence, CHO-K1 cells, HTS | actives 0.33% (n = 360,000) | CHO-K1 hM1, agonist mode; 0% DMSO, 100% acetylcholine EC100 | AID 588814, 2011 | activation, % at 3 µM | Muscarinic acetylcholine receptor M1 (Homo sapiens), P11229;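 active = activation above the run's mean compound activation plus 3 SD, cut at about 16% in these data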;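 also: peak over basal fluorescence ratio within a 140 s kinetic read after compound addition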
M1 PAM parental = nonselective calcium activators in parental CHO-K1 cells, primary screen, counter-screen for M1 PAM project, cell-based, Fluo-8 calcium fluorescence, full deck, 1536-well; ATP EC20; 0% at ATP EC20, 100% at ATP max; actives 0.02% (n = 360,000); activation, % at 3 µM;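 active = activation above the run cutoff, the mean activation of all test compounds plus 3 SD, cut at about 40% in these data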;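 also: peak over basal fluorescence ratio in a 140 s read after ATP addition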
CHO-K1 Ca antag = M1 antagonist counterscreen hit in parental CHO-K1 cells; AID 602250; inhibition, % at 3 µM; ATP-induced calcium, Fluo-8 fluorescence; actives 0.6% (n = 360,000);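 active = inhibition above a per-plate cutoff, the plate's mean sample inhibition plus 3 SD, cut at about 24% in these data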;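 also: 0% = DMSO plus EC80 ATP and 100% = DMSO alone without ATP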
An asterisk follows results filed as active.

For COC(=O)c1c(NC(=O)C(C)C)sc2c1C(C(=O)OC)CC2 (stereo not given) the results were CHO-K1 Ca ag -0.1, TAAR1 antag 12, TAAR1 ag 3, CHRM1 antagonist 7, CHO parental Ca -14, OXTR potentiate -5, CHRM1 agonist 2, M1 PAM parental 5 and CHO-K1 Ca antag 8.
For O=c1oc2ccccc2c(CNc2ccccc2)c1[N+](=O)[O-] the results were CHO-K1 Ca ag 5.5, TAAR1 antag -6, TAAR1 ag 3, CHRM1 antagonist -4, CHO parental Ca -18, OXTR potentiate -7, CHRM1 agonist -5, M1 PAM parental 5 and CHO-K1 Ca antag -6.
Screening COc1ccc(-c2sc3cc(OC)c(OC)cc3c2C#CCCO)cc1 returned CHO-K1 Ca ag 0.7, TAAR1 antag 10, TAAR1 ag 1, CHRM1 antagonist -4, CHO parental Ca -9, OXTR potentiate -7, CHRM1 agonist -6, M1 PAM parental 17 and CHO-K1 Ca antag -10.
For Cc1csc(NC(=O)CSc2nnc(CCNC(=O)c3ccc(Cl)c(Cl)c3)n2C)n1 the results were CHO-K1 Ca ag 0.2, TAAR1 antag 13, TAAR1 ag 7, CHRM1 antagonist -9, CHO parental Ca -14, OXTR potentiate 4, CHRM1 agonist -4, M1 PAM parental 19 and CHO-K1 Ca antag -17.
For CN(Cc1ccccc1)C(=O)c1[nH]cnc1C(=O)NCC(=O)OC(C)(C)C the results were CHO-K1 Ca ag 0.1, TAAR1 antag 12, TAAR1 ag 5, CHRM1 antagonist 0, CHO parental Ca -9, OXTR potentiate -2, CHRM1 agonist -3, M1 PAM parental -4 and CHO-K1 Ca antag 0.
For Clc1ccc(CSc2nnc(NC3=NCCCCC3)s2)cc1 the results were CHO-K1 Ca ag 0.6, TAAR1 antag 0, TAAR1 ag 16, CHRM1 antagonist 33*, CHO parental Ca -21, OXTR potentiate -6, CHRM1 agonist -5, M1 PAM parental -3 and CHO-K1 Ca antag -1.
`O=C(OCn1nnc2ccccc2c1=O)c1ccc(F)c(S(=O)(=O)N2CCOCC2)c1` gave CHO-K1 Ca ag 4.4, TAAR1 antag -7, TAAR1 ag 6, CHRM1 antagonist 0, CHRM1 agonist -1, M1 PAM parental 8 and CHO-K1 Ca antag -10.
Screening O=C(c1ccc(Cl)c(S(=O)(=O)N2CCOCC2)c1)N1CCOCC1 returned CHO-K1 Ca ag -0.2, TAAR1 antag 5, TAAR1 ag 1, CHRM1 antagonist -2, CHO parental Ca -10, OXTR potentiate -11, CHRM1 agonist -1, M1 PAM parental -8 and CHO-K1 Ca antag -5.
`O=c1[nH]c2ccccc2nc1-c1ccccc1` gave CHO-K1 Ca ag 1.1, TAAR1 antag -14, TAAR1 ag -1, CHRM1 antagonist -6, CHO parental Ca -14, OXTR potentiate 4, CHRM1 agonist -2, M1 PAM parental 18 and CHO-K1 Ca antag -15.
For COc1ccc(C(=O)N2CCCC(C)(C(=O)NS(=O)(=O)C3CC3)C2)c(OC)c1 (stereo not given) the results were CHO-K1 Ca ag 0.2, TAAR1 antag -12, TAAR1 ag 1, CHRM1 antagonist 2, CHRM1 agonist 0, M1 PAM parental 18 and CHO-K1 Ca antag -9.
For COc1cccc(C(=O)N2CCN(Cc3ccccn3)CC2)c1 the results were CHO-K1 Ca ag 5.1, TAAR1 antag 0, TAAR1 ag 4, CHRM1 antagonist 7, CHO parental Ca 0, OXTR potentiate -10, CHRM1 agonist -6, M1 PAM parental 11 and CHO-K1 Ca antag 1.
C[C@@H](O)c1nc2ccccc2n1N was read as CHO-K1 Ca ag 6.5, TAAR1 antag 4, TAAR1 ag 1, CHRM1 antagonist -4, CHO parental Ca -2, OXTR potentiate -2, CHRM1 agonist -2, M1 PAM parental 1 and CHO-K1 Ca antag 8.
`Cc1ccc(C(=O)N/C(=C/c2ccco2)C(=O)N2CCOCC2)cc1` gave CHO-K1 Ca ag 0.3, TAAR1 antag -7, TAAR1 ag 0, CHRM1 antagonist -14, CHO parental Ca -6, OXTR potentiate -1, CHRM1 agonist -2, M1 PAM parental -11 and CHO-K1 Ca antag -1.
`CCOc1ccc(NCc2cc3cc(OC)ccc3[nH]c2=O)cc1` gave CHO-K1 Ca ag 1.2, TAAR1 antag -32, TAAR1 ag 0, CHRM1 antagonist -14, CHO parental Ca 1, OXTR potentiate -32, CHRM1 agonist -6, M1 PAM parental 1 and CHO-K1 Ca antag -12.
For O=C(N/N=C/c1ccc[nH]1)c1ccccc1O the results were CHO-K1 Ca ag 0.6, TAAR1 antag 7, TAAR1 ag 2, CHRM1 antagonist 6, CHO parental Ca -13, OXTR potentiate -9, CHRM1 agonist -1, M1 PAM parental 2 and CHO-K1 Ca antag 2.
N#Cc1c(C(F)(F)F)cc(=O)[nH]c1SCC(=O)O was read as CHO-K1 Ca ag 1.2, TAAR1 antag -26, TAAR1 ag 1, CHRM1 antagonist -10, CHO parental Ca -19, OXTR potentiate -2, CHRM1 agonist -2, M1 PAM parental 20 and CHO-K1 Ca antag -12.
Screening O=C(NCCCCCCNC(=O)c1cncc(O)c1)c1cncc(O)c1 returned CHO-K1 Ca ag -0.3, TAAR1 antag -5, TAAR1 ag 0, CHRM1 antagonist -9, CHO parental Ca -3, OXTR potentiate 5, CHRM1 agonist -1, M1 PAM parental 4 and CHO-K1 Ca antag 5.
CSC1=NCCN1C(=O)Cc1ccc(-c2ccccc2)cc1 was read as CHO-K1 Ca ag 2.4, TAAR1 antag -7, TAAR1 ag 4, CHRM1 antagonist 3, CHO parental Ca 5, OXTR potentiate -4, CHRM1 agonist -3, M1 PAM parental -9 and CHO-K1 Ca antag -6.
`O=C(O)C1C2C=CC(C2)C1C(=O)NCCc1ccccc1` (stereo not given) gave CHO-K1 Ca ag 0.2, TAAR1 antag 92*, TAAR1 ag 84*, CHRM1 antagonist -4, CHO parental Ca -7, OXTR potentiate 1, CHRM1 agonist -2, M1 PAM parental -3 and CHO-K1 Ca antag 8.
For CCCc1c(-c2ccc(F)cc2F)ncn1Cc1ccccc1OC the results were CHO-K1 Ca ag 0.1, TAAR1 antag -5, TAAR1 ag 9, M1 PAM parental 18 and CHO-K1 Ca antag -24.
Screening CCC(=O)Nc1c(S(=O)(=O)c2ccccc2)c2nc3ccccc3nc2n1C(C)c1ccccc1 (stereo not given) returned CHO-K1 Ca ag 2.5, TAAR1 antag -8, TAAR1 ag 9, CHRM1 antagonist -8, CHO parental Ca -5, OXTR potentiate -10, CHRM1 agonist -3, M1 PAM parental 15 and CHO-K1 Ca antag -6.
For Cc1ccc(C(=O)CSc2nnc(CNc3nc(-c4ccccc4)cs3)n2C)cc1 the results were CHO-K1 Ca ag -0.1, TAAR1 antag 0, TAAR1 ag 8, CHRM1 antagonist -4, CHO parental Ca -33, OXTR potentiate -14, CHRM1 agonist -5, M1 PAM parental -5 and CHO-K1 Ca antag -2.
`Cc1ncoc1C(=O)NCc1ccccc1Cl` gave CHO-K1 Ca ag 2.1, CHRM1 antagonist 12, CHO parental Ca -14, OXTR potentiate 1, CHRM1 agonist -3, M1 PAM parental 13 and CHO-K1 Ca antag -11.
Screening CC(=O)N1c2c(cc(Br)cc2S(=O)(=O)N2CCCCC2)CC1C (stereo not given) returned CHO-K1 Ca ag 2.2, TAAR1 antag 1, TAAR1 ag 7, CHRM1 antagonist -4, CHO parental Ca -2, OXTR potentiate -9, CHRM1 agonist -11, M1 PAM parental 3 and CHO-K1 Ca antag -5.
`O=C(c1ccccc1-c1nc2ccccc2[nH]1)N1CCCCC1` gave CHO-K1 Ca ag 0.4, TAAR1 antag 1, TAAR1 ag 2, CHRM1 antagonist -24, CHO parental Ca -11, OXTR potentiate -7, CHRM1 agonist -4, M1 PAM parental 12 and CHO-K1 Ca antag -1.
For COc1ccc(-c2cc(=Nc3ccc(C(=O)O)cc3)c3cc(C)ccc3o2)cc1 the results were CHO-K1 Ca ag 5.8, TAAR1 antag -34, TAAR1 ag 5, CHRM1 antagonist 10, CHO parental Ca -10, OXTR potentiate 2, CHRM1 agonist -4, M1 PAM parental 2 and CHO-K1 Ca antag -16.
`Cc1ccccc1CN1N=C(/C=C/c2ccccc2)CCC1=O` gave CHO-K1 Ca ag 0.1, TAAR1 antag -21, TAAR1 ag 2, CHRM1 antagonist 1, CHO parental Ca -41, OXTR potentiate -1, CHRM1 agonist -6, M1 PAM parental -11 and CHO-K1 Ca antag 11.
CCOC(=O)C1CCN(C(=O)C(=O)Nc2ccc3nc4n(c(=O)c3c2)CCCCC4)CC1 was read as CHO-K1 Ca ag 1.0, TAAR1 antag -19, TAAR1 ag 0, CHRM1 antagonist -11, CHO parental Ca -17, OXTR potentiate -1, CHRM1 agonist -6, M1 PAM parental 20 and CHO-K1 Ca antag -11.
Screening O=S(=O)(Nc1ccc2c(c1)OCO2)c1cccs1 returned CHO-K1 Ca ag 0.5, TAAR1 antag -3, TAAR1 ag 3, CHRM1 antagonist -4, CHO parental Ca -1, OXTR potentiate -6, CHRM1 agonist -1, M1 PAM parental 7 and CHO-K1 Ca antag 4.
`O=C(NNc1ccccc1[N+](=O)[O-])Nc1ccccc1` gave CHO-K1 Ca ag 1.6, CHRM1 antagonist 2, CHO parental Ca -4, OXTR potentiate 7, CHRM1 agonist -2, M1 PAM parental 11 and CHO-K1 Ca antag -16.
Screening COc1cc(O)c(C=NN2C(=O)CSC2=S)c(OC)c1 returned CHO-K1 Ca ag 0.5, TAAR1 antag -7, TAAR1 ag 10, CHRM1 antagonist -7, CHRM1 agonist 0, M1 PAM parental -4 and CHO-K1 Ca antag -2.
Screening Cc1cc(C(=O)Cn2nc(C(=O)O)c3ccccc3c2=O)c(C)n1-c1cccc(C(F)(F)F)c1 returned CHO-K1 Ca ag 0.7, TAAR1 antag -5, TAAR1 ag 0, CHRM1 antagonist -18, CHO parental Ca -7, OXTR potentiate -1, CHRM1 agonist -2, M1 PAM parental 22 and CHO-K1 Ca antag -1.
